TGFb SMAD3 inh: qHTS for Inhibitors of TGF-b; HepG2 CAGA-GFP TGF-b/SMAD3 reporter, GFP fluorescence, 18 h; TGF-beta stimulated, 500 pg/mL final; Potency, µM (highest dose often 46.1 µM), for inactives: top-dose activity, negative = inhibition, actives largely listed as inhibitors; 410,000 compounds, 1.2% hits; AID 588855, 2011; note: potency is the fitted concentration of half-maximal effect; % is set by controls: 0 for no effect and ±100 for the full control effect; nearly all actives have a fitted effect of over 65% in size
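Per well, imaged GFP fluorescence of HEPG2 CAGA-GFP cells gives the signal; cells get compound, then TGF-beta (500 pg/mL final), 18 h at 37 degrees C; %Activity versus -TGF-beta and +DMSO controls.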
Nrf2 inh: Nrf2 qHTS screen for inhibitors | A549 ARE-Fluc reporter, luciferase luminescence, 18-24 h | Potency, µM (doses to about 46 µM), inactives show at the highest dose activity change, negative = inhibition, most hits filed as inhibitors | 360,000 compounds, 2.1% hits | AID 504444, 2011; note: potency is the fitted concentration of half-maximal effect; % is set by controls: 0 for no effect and ±100 for the full control effect; nearly all actives have a fitted effect of over 60% in size
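Nrf2 function is reported as luminescence of an ARE-controlled luciferase in A549 cells. Compounds were tested at several concentrations, and a CellTiter-Fluor read on the same wells flagged cytotoxicity.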
A549 tox: Nrf2 qHTS screen for inhibitors: counterscreen for cytotoxicity. Potency, µM (highest dose often 46 µM), without a hit: at the top dose activity change, negative = cytotoxicity, actives largely listed as inhibitors. AID 504648, 2011. A549 ARE-Fluc cells, CellTiter-Fluor viability, 18-24 h. 390,000 compounds, 0.16% hits; note: potency is the fitted concentration of half-maximal effect; % is set by controls: 0 for no effect and ±100 for the full control effect
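A549 ARE_Fluc cells in 5% FBS OPTI-MEM were exposed to compounds in concentration-response for 18-24 h at 37 deg C. Viability was read by CellTiter-Fluor fluorescence (Ex 405/Em 525) after 30 min, before the luciferase read.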
S2 tox: Viability Counterscreen for Primary qHTS for Inhibitors of ATXN expression; S2 cells (HEK-293 line with an ATXN2-luciferase reporter) viability, CellTiter-Fluor protease fluorescence, 24 h; Potency, µM (top dose mostly 56.7 µM), hits mostly cytotoxic; 400,000 compounds, 0.49% hits; AID 651635, 2014; note: potency is the fitted concentration of half-maximal effect; nearly all actives have a fitted effect of over 40% in size
Mm-Cpn inhibitor: Inhibitors of TCP-1 ring complex (TRiC) of Methanococcus maripaludis (MmCpn): qHTS | Potency, µM (titrated, usually from 76.9 µM), for inactives: at the highest dose activity, negative = inhibition, most hits filed as inhibitors | purified Mm-Cpn ATPase, ADP Transcreener TR-FRET | 330,000 compounds, 0.031% hits | AID 504842, 2011 | Chaperonin Mm-Cpn (Methanococcus maripaludis); note: potency is the fitted concentration of half-maximal effect; % is set by controls: 0 for no effect and ±100 for the full control effect; nearly all actives have a fitted effect of over 80% in size
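25 nM Mm-CPN + cpd, 10 min 37°C; + 10 uM ATP, 30 min 37°C; buffer 30 mM Tris pH 7.4, 100 mM KCl, 5 mM MgCl2, 1 mM DTT; Transcreener ADP HTRF detection 30 min RT.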
Akt phos inh: HTS Assay for Inhibitors of Akt Phophorylation: Primary Screen. Neuro2A IGF-stimulated pAkt S473 HTRF, 20 min; stronger effect = lower value. activity change, % for hits at 50 µM. 360,000 compounds, 0.32% hits; in the data active = activity change below about -80%; inconclusive = mostly about -51% to -80%; note: % is set by controls: 0 for no effect and ±100 for the full control effect
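Neuro2A cells (4,500/well, DMEM with 0.5% FBS) were treated with compound at a single 50 µM final concentration, stimulated with 6 nM IGF for 20 min at 37 °C, and lysed. Phospho-Akt Ser473 was read by HTRF as 665/615 ratio ×10^4.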
HepG2 viability: qHTS for Inhibitors of TGF-b: Cytotox Counterscreen; HepG2 CAGA-GFP viability, ATP luminescence, 18 h; Potency, µM (series often up to 46.1 µM), for inactives: top-dose activity change, negative = cytotoxicity, usual class: cytotoxic; 410,000 compounds, 0.76% hits; note: potency is the fitted concentration of half-maximal effect; some results filed as inactive show a strong effect at the top dose
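CellTiter-Glo luminescence gave cytotoxicity after 18 hours at 37 degrees C. The cells were HepG2 CAGA-GFP in 1% FBS DMEM, stimulated with 500 pg/mL TGF-beta after compound addition. %Activity was normalised to no-cell wells (complete cell-killing) and DMSO (no toxicity), and curves were fitted and classified.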
Nrf2 ARE act: qHTS of Nrf2 Activators. AREc32 ARE-luciferase reporter (MCF7-derived line), luminescence, 24 h. Potency, µM (highest dose often 46.1 µM), without a hit: at the top dose activation, hits mostly activators. 410,000 compounds, 0.31% hits; note: potency is the fitted concentration of half-maximal effect; % of control where 0% means no effect; nearly all actives have a fitted effect of over 65% in size
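AREc32 cells carrying an ARE-driven firefly luciferase reporter were seeded at 1000 cells/well in OPTI-MEM with 5% FBS, then exposed to compound for 24 hr at 37 deg C. Luminescence was read with Steady-Glo after 30 min at RT.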
CCT modulator: High-Throughput Screening for Modulators of Cytosolic Chaperonin Activity; purified chaperonin ATPase assay, HTRF ADP detection, 30 min; activity change, % (test concentration not listed), hits read low; 360,000 compounds, 0.3% hits; in the data active = activity change below about -30%; note: % is set by controls: 0 for no effect and ±100 for the full control effect
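We incubate TRiC, 40 or 20 nM final, with library compounds at 76 uM and 10 uM ATP for 30 min at 37 °C. ADP formed is detected with Transcreener HTRF reagents after 30 min at room temperature.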
An asterisk follows results filed as active; i = inactive; ? = inconclusive; . = no result given; & = joins results of further samples; [ ] = another dose, or the depositor's remark. Unless noted, calls come from the whole dose curve; as a rule, active = well fitted curve in the direction sought with a large enough effect; inconclusive = small, poorly fitted or top-dose-only effect, or another doubt; inactive = no such curve, though single readings can be large; an effect the other way counts as inactive or inconclusive. Rows are unselected. About 4.4% of those tested had a hit in this group.

SMILES | TGFb SMAD3 inh | Nrf2 inh | A549 tox | S2 tox | Mm-Cpn inhibitor | Akt phos inh | HepG2 viability | Nrf2 ARE act | CCT modulator
Cc1ccc(NC(=O)c2nnn(Cc3ccccc3)c2N)cc1C | 2% | ? | 2% | i | . | . | -8% | -0.6% | .
Cc1ccc(-c2ccc(S(=O)(=O)Nc3cccnc3)cc2)cc1 | -18% | 12µM* | 0% | . | -6% | i | -15% | 3.0% | -0.9
CCOc1ccc(Nc2nc(Cc3nnc(SCC(=O)c4ccc(C)cc4)o3)cs2)cc1 | ? | ? | -28% | i | -4% | . | -16% | -0.5% | -0.8
O=C(CSc1nnnn1C1CCCC1)N1CCOCC1 | 0% | 11% | 6% | i | -1% | i | -21% | 1.8% | 0.1
COc1cccc(-c2nnc(NC(=O)c3cccc(F)c3)o2)c1 | ? | 3% | -12% | i | 2% | i | -5% | 0.6% | -0.5
CCO[C@@H]1OC(C(=O)N2CCN(Cc3ccc4c(c3)OCO4)CC2)=C[C@H](c2ccc(Br)cc2)[C@H]1CCCO | ? | -20% | 2% | ? | . | i | -2% | 7.6% | -1.2
C[C@@H]1C=C(C(=O)NCc2nc3ccccc3[nH]2)O[C@H](OCCCCO)C1 | -13% | -5% | 7% | i | . | i | 0% | 0.4% | -2.6
CC(C)c1c(O)cc(-c2ccncc2)n(-c2ccc(Cl)cc2)c1=O | 2% | -7% | 2% | i | 3% | i | 5% | -0.7% | -2.2
Nc1nonc1C(=O)NCCNc1ccc([N+](=O)[O-])cc1 | 50%[activator] | -3% | -14% | ? | 0% | i | 57% | 0.1% | -2.6
Cc1cc(C)nc(Nc2n[nH]c(COc3ccc4ccccc4c3)n2)n1 | 10% | . | 13% | i | 0% | i | -20% | -0.2% | 0.7
c1ccc(C[C@H]2CN=C(Nc3ccccc3)N2CCCC2CCCC2)cc1 | -13% | 15% | -8% | ? | 1% | i | -35% | -0.3% | 1.1
O=C(COC(=O)Cc1n[nH]c(=O)c2ccccc12)Nc1c(Br)cc([N+](=O)[O-])cc1Br | -7% | -14% | -4% | i | . | i | 8% | 0.5% | -1.4
Cc1ccc(OCCn2c(=S)[nH]c3c(N)ncnc32)cc1 | ? | 10% | 22% | i | 1% | i | -17% | 0.8% | -3.5
CC(C(=O)Nc1ccccc1Oc1ccccc1)c1ccccc1 (stereo unspecified) | ? | 0% | 18% | i | 1% | i | -1% | 0.4% | -0.6
O=C(O)c1cccc(N2C(=O)c3cccc4c(Cl)ccc(c34)C2=O)c1 | -11% | 23% | 7% | . | -1% | i | -19% | 15% | 1.2
CCOc1ccc(CNC(=O)c2nnc(CS(=O)(=O)c3ccccc3)o2)cc1OC | 2% | 3% | 3% | i | -4% | i | 3% | 0.4% | 2.7
CCC(C)Nc1nc2c(c(=O)n(C)c(=O)n2C)n1C (stereo unspecified) | -13% | -24% | 4% | i | 0% | i | -37% | 2.5% | -1.0
CCNC(=S)Nc1ccccc1-c1ccccc1 | 8% | 0% | 2% | i | 1% | i | 5% | -0.4% | 0.3
COc1ccc(NC(=O)C/C(C)=N/NC(=O)c2cccs2)c([N+](=O)[O-])c1 | -13% | 9% | ? | i | 2% | i | -21% | 4.5% | 1.0
CC1CCn2c(nc3cc(C(=O)NCc4ccc(OC(C)C)cc4)ccc32)C1 (stereo unspecified) | ? | . | 12% | . | . | . | -15% | 3.6% | .
Cn1ccnc1C(O)(c1ccccc1)c1ccccc1 | 2% | 5% | 1% | i | 1% | i | -33% | -0.5% | -5.0
CCOCCCNC(=O)CSc1ccccc1 | -3% | -4% | 20% | i | 2% | i | -5% | 0.5% | -3.3
C#CC(C)(CC)NC(=O)c1cc2nc(C3CC3)cc(C(F)(F)F)n2n1 (stereo unspecified) | 8% | 3% | -9% | i | 1% | i | 9% | 4.4% | 1.8
COc1cc(NC(=O)c2cncc(-c3ccc(C#N)cc3)c2)cc(C(=O)Nc2cccc(C(F)(F)F)c2)c1 | ? | -24% | -12% | ? | 1% | i | -10%&-11% | 0.8%&-0.2% | -0.5&-1.1
CCOC(=O)c1c(C)[nH]c(C)c1S(=O)(=O)N1CCCC(C(=O)Nc2ccc(C)c(N(C)C)c2)C1 (stereo unspecified) | ? | 17% | -7% | i | . | . | -22% | 0.6% | .
COC(=O)CNC(=O)C1CC(=O)N(CCc2ccc(F)cc2)C1 (stereo unspecified) | 14% | 10% | 1% | i | -5% | i | 8% | -0.5% | -0.1
Cc1ccccc1/C=C/C(=O)NCC(=O)N1CCC(N(C)C2CCCCC2C)CC1 (stereo unspecified) | -16% | 8% | 20% | ? | 2% | i | -14% | -0.1% | -2.1
COc1ccc(-c2[nH]ncc2CN(CC2CCC(=O)N2)C(C)C)cc1F (stereo unspecified) | 6% | 7% | -2% | i | -1% | i | -5% | 0.7% | 0.0
Cc1ccc(-c2nn(-c3ccccc3)cc2/C=C(\C#N)c2cccc(C#N)c2)o1 | 1% | -6% | 12% | . | 2% | i | 3% | 2.1% | 1.6
CCOC1=C2CN(S(=O)(=O)c3ccc(C)cc3)[C@@H](c3ccc(CC)cc3)C[C@H]2[C@H]2C(=O)N(c3ccccc3)C(=O)[C@H]2C1 | 14% | . | . | i | . | i | 6% | 0.1% | -0.4

Exported with two lines to a compound: three of the compounds above
Value order: TGFb SMAD3 inh | Nrf2 inh | A549 tox | S2 tox | Mm-Cpn inhibitor | Akt phos inh | HepG2 viability | Nrf2 ARE act | CCT modulator
CCOC(=O)c1c(C)[nH]c(C)c1S(=O)(=O)N1CCCC(C(=O)Nc2ccc(C)c(N(C)C)c2)C1 (stereo unspecified)
  ? | 17% | -7% | i | . | . | -22% | 0.6% | .
COC(=O)CNC(=O)C1CC(=O)N(CCc2ccc(F)cc2)C1 (stereo unspecified)
  14% | 10% | 1% | i | -5% | i | 8% | -0.5% | -0.1
Cc1ccccc1/C=C/C(=O)NCC(=O)N1CCC(N(C)C2CCCCC2C)CC1 (stereo unspecified)
  -16% | 8% | 20% | ? | 2% | i | -14% | -0.1% | -2.1

(further entries)
SMILES | TGFb SMAD3 inh | Nrf2 inh | A549 tox | S2 tox | Mm-Cpn inhibitor | Akt phos inh | HepG2 viability | Nrf2 ARE act | CCT modulator
CCOc1ccc(C(=O)OCC(=O)N(Cc2ccccc2)Cc2ccccc2)cc1OC | -5% | -9% | 7% | i | -3% | i | 1% | -0.2% | -1.7
Cc1ccc(S(=O)(=O)C(CNC(=O)c2ccc(C(F)(F)F)cc2)c2ccco2)cc1 (stereo unspecified) | ? | . | 0% | . | . | . | -24% | 3.5% | .
COc1cc2oc(=O)cc(C)c2c(OC)c1OC | -9% | -7% | 0% | i | 0% | i | -4% | -0.3% | 7.2
CSCC[C@H](NC(=O)N1CCn2c1nc1ccccc12)C(=O)N[C@H](Cc1ccccc1)C(=O)O | 28% | -4% | -2% | i | 1% | i | 1% | -0.6% | -2.0
Cc1cccc(N2CCN(C(=O)c3ccc(Cl)c(NC4=NC5CS(=O)(=O)CC5S4)c3)CC2C)c1 (stereo unspecified) | 4% | 7% | 4% | i | 1% | i | 0% | 0.2% | 0.0
CC(C)Oc1ccc(C(=O)Nc2ccc(N3CCN(C(=O)c4ccco4)CC3)cc2)cc1 | 4% | -26% | -27% | i | 1% | i | -4% | 0.3% | -0.2
COc1ccc(Nc2ccc(N3C(=O)CC(C)C3=O)cc2[N+](=O)[O-])cc1OC (stereo unspecified) | 17% | -30% | -6% | i | 1% | i | -12% | -0.1% | 0.8
CCn1c(SCc2c(F)cccc2Cl)nc(=O)c2c(C(=O)OC)cc(C3CC3)nc21 | -20% | . | 3% | . | . | . | -4% | 0.6% | .
COc1ccc(-c2sc3cc4c(cc3c2-c2ccc(OCCN3CCCCC3)cc2)OCO4)cc1 | 27% | 7% | 8% | i | -18% | i | -54% | 1.2% | 0.6
COC(=O)c1ccc(CSc2nnc3nc(C)cc(C)n23)cc1 | 6% | -18% | -14% | i | 2% | i | -6% | 1.8% | 0.0
O=C(NCc1ccco1)Nc1cccs1 | 0% | 24% | -2% | i | ? | i | -2% | 7.1% | -1.9
COC(=O)c1cc2oc3ccccc3c2n1Cc1c(F)cccc1Cl | . | 5% | 0% | . | . | . | 4% | 0.3% | .
COc1ccc(CC(=O)O/N=C(\N)c2ccccc2)cc1OC | -2% | ? | 1% | i | 0% | i | -2% | 2.6% | -0.4
COCCNc1nc(NC(C)C)nc2ccsc12 | -16% | . | . | i | . | i | -7% | 0.0% | -2.3
CCc1ccc2oc(-c3ccc(NC(C)=O)cc3)nc2c1 | 0% | ? | 0% | ? | -1% | i | -12% | 0.6% | -0.3
O=C(NCc1cccnc1)c1cccs1 | -2% | 17% | 2% | i | -3% | i | 1% | -0.5% | 0.0
CCn1cc(/C=C(\NC(=O)c2cc(OC)c(OC)c(OC)c2)C(=O)NCCCn2ccnc2)c2ccccc21 | -2% | 13% | 10% | i | . | . | -50% | 0.3% | .
COc1ccc(CN2CNc3c(c(=O)n(C)c(=O)n3C)C2)cc1 | -10% | -15% | 4% | i | 0% | i | 6% | 0.0% | -2.7
CC(=O)c1cccc(S(=O)(=O)N2CCCC(c3nc4c(nnn4Cc4ccc(C)cc4)c(=O)[nH]3)C2)c1 (stereo unspecified) | -16% | -17% | 4% | i | 1% | i | -19% | 5.0% | -0.6
CN(C)c1ccc(N=Nc2ccc3ncccc3c2)cc1 | 2% | ? | -14% | ? | . | i | -9% | -0.4% | -1.6
